# ssDAF-12 act: activates DAF-12 receptor from parasite S. stercoralis; HEK293 ssDAF-12/GRIP1 lit1-tk-luc reporter, luminescence; % of 3 µM dafachronic acid response; activation, % at 6.8 µM; 1% of 370,000 active; AID 652126;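 active = activation above the mean over all tested compounds plus 3 SD, cut at about 0.9% in these data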;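 also: 0% = DMSO-only wells and 100% = 3 µM delta7-dafachronic acid wells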
# PG9 Ab binder: binds the HIV-1 gp120 antibody PG9. TR-FRET gp120-PG9 antibody binding. inhibition, % at 6.7 µM. 0.43% of 360,000 active; in the data active = inhibition above about 8.5%
# hgDAF12 agonist: activates the H. glycines DAF-12 receptor ligand-binding domain; 1.8% of 370,000 active; activation, % at 6.8 µM; AID 687014; HEK293 GAL4-hgDAF12 UAS-luciferase reporter, agonist luminescence; normalized to butyrate control;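 active = activation above a cutoff set at the mean of all screened compounds plus 3 SD, cut at about 10% in these data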;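 also: 0% = DMSO wells and 100% = sodium butyrate wells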
# SMARCA2 act: SMARCA2 function activation, primary screen. MG213 cells, MMTV-luciferase reporter, dexamethasone, overnight. activation, % at 9.1 µM. 1% of 370,000 active. AID 652017; in the data active = activation above about 7.8%;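 also: 0% = vehicle wells and 100% = reference activator wells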
# DAX1 inh-1: inhibits human nuclear receptor DAX1. AID 504766. inhibition, % at 6.75 µM. 0.99% of 340,000 active. P51843. HEK293 Gal4-DAX1 luciferase reporter, luminescence;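 active = inhibition above the mean over all tested compounds plus 3 SD, cut at about 4.2% in these data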;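 also: 0% = DAX1-transfected cells with DMSO and 100% = empty-vector control cells with DMSO; inhibition shows as a rise in luminescence from relieved DAX1 repression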
# PLCb3 inh: inhibitors of human phospholipase C beta3; 0.18% of 370,000 active; Purified PLC-beta3, fluorogenic substrate, fluorescence; inhibition, % at 12.2 µM; Q01970; AID 720704; in the data active = inhibition above about 11%;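 also: 0% = median of compound wells on plate and 100% = full blocker control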
# Target sequence (Q01970 whole entry, looked up): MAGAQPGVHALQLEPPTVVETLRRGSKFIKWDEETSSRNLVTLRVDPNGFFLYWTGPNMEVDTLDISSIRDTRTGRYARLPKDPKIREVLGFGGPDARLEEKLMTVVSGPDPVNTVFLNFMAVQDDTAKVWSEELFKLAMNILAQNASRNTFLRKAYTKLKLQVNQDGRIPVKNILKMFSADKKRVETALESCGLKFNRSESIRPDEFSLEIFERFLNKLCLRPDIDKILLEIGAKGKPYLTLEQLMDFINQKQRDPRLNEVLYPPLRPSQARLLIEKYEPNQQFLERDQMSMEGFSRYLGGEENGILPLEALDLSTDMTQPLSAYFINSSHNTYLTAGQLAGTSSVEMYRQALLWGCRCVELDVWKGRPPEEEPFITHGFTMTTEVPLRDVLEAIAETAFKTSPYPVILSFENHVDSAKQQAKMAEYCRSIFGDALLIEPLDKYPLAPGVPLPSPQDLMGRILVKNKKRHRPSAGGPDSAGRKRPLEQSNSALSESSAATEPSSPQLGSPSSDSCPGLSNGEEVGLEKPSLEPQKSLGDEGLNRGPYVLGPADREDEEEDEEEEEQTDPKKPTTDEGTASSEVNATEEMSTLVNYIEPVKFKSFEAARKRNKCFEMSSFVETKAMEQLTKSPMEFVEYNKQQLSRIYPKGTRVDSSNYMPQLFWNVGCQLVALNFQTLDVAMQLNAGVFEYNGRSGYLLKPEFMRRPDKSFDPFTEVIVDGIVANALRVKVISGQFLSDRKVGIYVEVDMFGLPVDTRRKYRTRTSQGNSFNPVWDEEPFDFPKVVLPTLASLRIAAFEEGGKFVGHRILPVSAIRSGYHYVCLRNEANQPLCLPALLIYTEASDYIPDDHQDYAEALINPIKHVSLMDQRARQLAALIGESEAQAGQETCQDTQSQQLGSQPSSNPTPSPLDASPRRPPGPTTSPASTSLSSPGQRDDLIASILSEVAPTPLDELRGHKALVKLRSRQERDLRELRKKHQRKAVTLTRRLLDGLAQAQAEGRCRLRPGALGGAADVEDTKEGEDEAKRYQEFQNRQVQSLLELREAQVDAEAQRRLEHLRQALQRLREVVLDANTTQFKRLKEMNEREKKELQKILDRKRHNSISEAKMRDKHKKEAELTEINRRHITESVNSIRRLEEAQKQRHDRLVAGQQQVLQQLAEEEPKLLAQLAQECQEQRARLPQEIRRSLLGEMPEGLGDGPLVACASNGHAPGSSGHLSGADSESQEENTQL
# GAA850 FXN act: activators of GAA850 frataxin (FXN) promoter | activation, % at 6 µM | HEK293 lucGAA850 FXN promoter luciferase reporter, 24 h; percent of 10 µM SAHA response | AID 540364 | 0.56% of 360,000 active;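 active = activation above the average of all compounds screened plus 3 SD, cutoff fixed separately per campaign, cut at about 7.5% in these data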;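 also: 0% = DMSO wells and 100% = 10 µM SAHA wells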
# NR1D1 modulator: modulators of human Rev-erb alpha DNA binding. activity, % at 10 µM. 0.79% of 370,000 active. Rev-erbα–FITC-DNA binding, fluorescence polarization, 90 min. AID 1259318;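 active = activity above about 14%, limit read from the data; passing the limit was not always enough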;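 also: 0% = DMSO wells with 35 nM protein and 100% = DMSO wells with 750 nM protein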
# HGIII-sPLA2 inh: Blocks human group III sPLA2 activity | QFRET BODIPY PC-A2 liposome hydrolysis, fluorescence | inhibition, % at 12.2 µM | 0.56% of 370,000 active;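 active = inhibition above mean plus 3 SD of compounds lying within the high and low control bounds, cut at about 19% in these data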;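 also: 0% = median of test compound wells and 100% = no enzyme DMSO wells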
# DAX1 inh-2: blocks DAX1 repression of SF-1 activated StAR promoter; 1.1% of 370,000 active; HEK293T StAR-luciferase reporter, SF-1/DAX-1 repression relief; inhibition, % at 6.8 µM; AID 652010;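 active = inhibition above the mean over all tested compounds plus 3 SD, cut at about 3.6% in these data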;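 also: 0% = DAX-1 cells with DMSO and 100% = cells lacking DAX-1 with DMSO; higher inhibition means more luminescence from relief of DAX-1 repression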
# hcDAF-12 act: H. contortus DAF-12 activation, primary screen | 1.4% of 370,000 active | activation, % at 6.8 µM | HEK293 hcDAF-12 lit1-tk-luc reporter, luminescence; 0% DMSO, 100% Δ7-dafachronic acid;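 active = activation above the mean of all tested compounds plus 3 SD, cut at about 5.5% in these data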;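 also: 100% = response to 3 µM Δ7-dafachronic acid high control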
# Active calls of the source: *; i = inactive; . = no result given.
entry	Molecule	ssDAF-12 act	PG9 Ab binder	hgDAF12 agonist	SMARCA2 act	DAX1 inh-1	PLCb3 inh	GAA850 FXN act	NR1D1 modulator	HGIII-sPLA2 inh	DAX1 inh-2	hcDAF-12 act
1	COc1ccc(C2OC(=O)CC2C(=O)N2CCN(c3cc(Cl)ccc3C)CC2)cc1OC (stereo not given)	-1.8	-0.2	7.1	0	0.3	1	0.5	6	-10	-0.4	-3.4
2	CCN1C(=O)[C@@H]2[C@@H]3CN(S(=O)(=O)c4ccc(C)cc4)[C@@H](c4ccccc4Cl)[C@@H]3C(=O)C[C@@H]2C1=O	-1.3	0.5	-0.6	-5	.	6	.	6	-44	0.6	1.2
3	Cc1ccc(CC2CC(=O)N(CCc3ccccc3)C2=O)cc1 (stereo not given)	-1.9	-0.3	3.0	-4	0.1	-5	1.6	-6	-3	-0.2	0.0
4	COc1ccc(OC)c(NC(=O)Nc2cccnc2)c1	-1.7	-2.3	5.0	-2	-0.1	-8	-0.8	-7	4	1.4	0.3
5	O=S1(=O)NC2CCCCCN2c2ccc(F)cc21 (stereo not given)	-1.1	-0.6	0.8	-1	-0.8	-39	-0.3	1	3	0.8	-0.8
6	CC(C)(C)CC(=O)N1CCC(c2nc3c(nnn3Cc3c(F)cccc3Cl)c(=O)[nH]2)CC1	-1.3	-0.7	-1.9	-3	0.0	1	1.8	-6	-14	-1.2	-2.4
7	Cn1c(=O)c2c(nc(OC/C=C/c3ccccc3)n2C)n(C)c1=O	-1.5	-2.3	-1.9	0	0.0	2	-0.4	-4	-3	-0.3	-0.8
8	CC(OC(=O)c1oc2ccccc2c1COc1ccccc1)C(=O)NC(N)=O (stereo not given)	-1.4	-0.2	2.6	1	-0.1	1	0.0	1	-9	-0.7	-2.6

# Part of the list above in order of SMILES length, largest number first:
entry	Molecule	ssDAF-12 act	PG9 Ab binder	hgDAF12 agonist	SMARCA2 act	DAX1 inh-1	PLCb3 inh	GAA850 FXN act	NR1D1 modulator	HGIII-sPLA2 inh	DAX1 inh-2	hcDAF-12 act
6	CC(C)(C)CC(=O)N1CCC(c2nc3c(nnn3Cc3c(F)cccc3Cl)c(=O)[nH]2)CC1	-1.3	-0.7	-1.9	-3	0.0	1	1.8	-6	-14	-1.2	-2.4
1	COc1ccc(C2OC(=O)CC2C(=O)N2CCN(c3cc(Cl)ccc3C)CC2)cc1OC (stereo not given)	-1.8	-0.2	7.1	0	0.3	1	0.5	6	-10	-0.4	-3.4
8	CC(OC(=O)c1oc2ccccc2c1COc1ccccc1)C(=O)NC(N)=O (stereo not given)	-1.4	-0.2	2.6	1	-0.1	1	0.0	1	-9	-0.7	-2.6
7	Cn1c(=O)c2c(nc(OC/C=C/c3ccccc3)n2C)n(C)c1=O	-1.5	-2.3	-1.9	0	0.0	2	-0.4	-4	-3	-0.3	-0.8

# New compounds follow.
entry	Molecule	ssDAF-12 act	PG9 Ab binder	hgDAF12 agonist	SMARCA2 act	DAX1 inh-1	PLCb3 inh	GAA850 FXN act	NR1D1 modulator	HGIII-sPLA2 inh	DAX1 inh-2	hcDAF-12 act
9	Cc1cccc2cc(C#N)c(NCc3ccccc3)nc12	-0.7	0.6	3.6	-2	1.9	-95	2.1	-1	9	-0.2	2.7
10	C=CCc1ccccc1OCC(O)CN(CC)CC (stereo not given)	-1.3	-1.9	2.9	1	0.3	-8	1.8	1	0	0.3	0.7
11	CCSC1=N/C(=C\c2ccccc2)C(=O)N1c1ccc(OC)cc1	-0.4	-1.4	2.3	-3	-0.6	-9	0.8	1	12	0.6	4.2
12	O=C(NN=Cc1cccc2ccccc12)C(=O)NN=Cc1cccc2ccccc12	-0.5	-3.1	2.6	0	0.9	-2	0.7	3	-6	0.4	-0.3
13	O=C(c1cccc(F)c1)N1CCCc2ccccc21	-1.1	-1.6	-0.4	1	2.9	-2	2.7	3	1	0.2	-0.1
14	CN(C(=O)COC(=O)c1cc(S(=O)(=O)N2CCCCC2)ccc1Cl)c1ccccc1	-1.3	-1.2	0.3	0	-0.4	-1	-1.5	6	-4	-0.4	-2.0
15	COc1cc(OC)cc(C(=O)NCCNC(=O)c2ccccc2)c1	-1.5	-1.0	1.8	-1	2.3	3	-0.9	7	2	-0.5	-1.6
16	CN1C(=O)NC(c2cccc([N+](=O)[O-])c2)C2=C1CCCC2=O (stereo not given)	-1.0	-0.9	3.6	-1	1.3	-3	-1.3	1	7	-0.1	-0.4
17	CC1CN(C(=O)C(C)OC(=O)c2ccc3ncsc3c2)CC(C)O1 (stereo not given)	-1.1	-1.5	-1.6	-3	-0.6	-11	3.2	-2	17	2.0	-0.5
18	Cc1cccc(C)c1N(CC(=O)N1CCN(c2ccccc2F)CC1)S(C)(=O)=O	-1.4	0.7	-1.0	-4	-1.4	4	0.7	-4	11	0.8	-1.7
19	CC1(C(=O)NCc2ccc3c(c2)OCO3)CCN1C(=O)Cc1cccs1 (stereo not given)	-1.0	0.2	-1.1	-1	.	3	-0.3	-4	8	1.1	-0.5
20	CCOC(=O)C1CCN(c2nnc(N3CCCC3=O)s2)CC1	-0.1	0.7	2.6	1	0.8	1	-0.1	-4	1	0.2	-0.4
21	Cc1cc(C(=O)N2CCCC(C(=O)c3ccc(Cl)cc3C)C2)no1 (stereo not given)	-1.1	0.1	-0.8	-2	-0.9	-6	2.3	-3	-1	-3.8	-3.0
22	COCCNS(=O)(=O)c1cc(-c2nn(C)c(=O)c3ccccc23)ccc1C	-1.3	-0.2	-1.8	-2	-0.7	4	4.2	1	-4	-0.8	-0.9
23	O=C(NCc1ccc(Cl)cc1)C1CCC(CNc2c(N3CCCCC3)c(=O)c2=O)CC1 (stereo not given)	-1.6	0.3	-0.9	-1	0.4	3	0.2	2	2	1.0	-2.3
24	CC(C)(C)OC(=O)NCC12C=CC(O1)C1C(=O)N(Cc3ccccc3)C(=O)C12 (stereo not given)	-1.6	-1.3	-3.6	1	-0.8	6	-2.8	0	-7	-0.7	-1.6
25	Cc1ccc(NC(=O)c2ccc(-c3nn(C)c(=O)c4ccccc34)cc2)c(C)c1	-2.0	0.5	-3.1	-3	0.0	-3	-1.0	4	-9	-0.3	-3.0
26	CC(=O)Cc1nsc(NC(=O)c2cc(-c3cccc(C(F)(F)F)c3)oc2C)n1	-1.7	-3.7	-1.6	3	-1.2	0	0.7	1	-11	-0.5	-1.6
27	C[C@@H]1NS(=O)(=O)[C@H]2C[C@@H]3C=C[C@]2(O3)[C@H]1OC(=O)Nc1ccc(C(F)(F)F)cc1[N+](=O)[O-]	-0.9	0.9	-1.4	-1	0.2	-1	-0.6	-1	-2	0.3	0.7
28	c1ccc(-c2ccc3c(c2)c2c4n3CCN=C4CCC2)cc1	-0.3	-6.9	-1.0	-3	-0.6	i	3.4	-1	-14	0.5	2.3
29	O=C1CCC(=O)N1CC(=O)N1CCCc2ccccc21	-1.3	-0.1	2.3	-3	0.5	-4	1.5	3	4	0.2	-1.8
30	CCCCNC(=O)c1ccc2nc(CC)c(N(C)Cc3ccc(OC)cc3)n2c1	-1.5	0.6	-1.6	-2	.	-12	0.6	-6	12	-1.2	-0.7
31	CC[C@H](C)C(=O)N[C@H]1CCCN1C(=O)/C=C/c1ccccc1	-1.4	-2.6	1.5	1	0.1	4	-0.6	5	2	-0.4	-2.6
32	O=C(COC(=O)c1ccco1)NNC(=O)c1ccc(Cl)cc1	-1.1	3.5	2.2	-2	1.8	-6	0.7	-2	-3	0.0	-1.2
33	CCC(c1nc2ccccc2[nH]1)n1c(-c2cnccn2)nc2ccccc21 (stereo not given)	0.5	-2.7	-0.7	4	.	-5	.	2	6	-0.8	-1.9
34	CCNC(=O)C1CCCN1S(=O)(=O)c1ccc(OC)cc1 (stereo not given)	0.2	-0.7	-1.3	0	4.1	2	-1.3	-1	1	0.2	1.5
35	c1ccc(COc2ccc(-c3cc4nc(NCCCn5ccnc5)ccn4n3)cc2)cc1	-1.5	0.8	3.8	0	.	-120	-0.7	-2	-52	-1.7	-1.5
36	O=C(c1ccccc1)n1ccc(-c2cccs2)n1	-0.9	0.9	-1.5	-3	1.5	-8	1.3	10	15	0.4	-0.6
37	O=c1[nH]c(CN2CCN(CCO)CC2)nc2ccccc12	-0.8	1.4	-2.7	-2	2.8	2	-1.1	-4	9	0.2	1.3
38	O=C(NCc1ccc(F)cc1)C1CCCN(c2nc3ccsc3c(=O)s2)C1 (stereo not given)	-1.0	1.4	-1.1	-1	-0.1	-7	1.2	20*	-1	0.4	0.4
39	CCCN(C(=O)CCc1ccc(OC)cc1)c1c(N)n(Cc2ccccc2)c(=O)[nH]c1=O	-0.8	-0.9	0.6	3	0.9	0	-1.9	-1	4	0.3	-1.6
40	CCN(CC)C(=O)Oc1ccc2ccccc2c1Br	-1.5	0.8	2.9	3	-0.8	1	-2.3	3	-12	-0.7	-1.0
41	CCCCN1CCS(=O)(=O)N(Cc2ccccc2Br)CC(C(=O)OC)C1 (stereo not given)	-0.3	-0.9	-3.7	-5	-0.3	-2	1.8	-1	-2	-1.8	-1.6
42	COc1cc(C(O)c2nc(/C=C/c3ccc(C(F)(F)F)cc3)cs2)ccc1F (stereo not given)	-0.5	0.4	1.7	-3	.	-16	3.5	-1	-4	-0.9	-0.1
43	CSCC(=O)N1CCCC(N2CCN(c3cccc(C(F)(F)F)c3)CC2)C1 (stereo not given)	0.1	0.4	0.7	-2	0.2	-1	1.7	3	1	-0.6	1.5
44	C=CCn1c(=N)n(CC(=O)c2ccc(OC)cc2)c2ccccc21	-1.4	1.6	5.3	0	1.9	-5	-0.6	1	-8	1.4	-2.8
45	Cc1scc(C(=O)O)c1-c1c(C(=O)O)csc1C	-1.6	1.3	-1.6	-3	-0.8	-1	-0.6	1	11	-0.5	-2.0
46	CCOC(=O)N1CCN(C(=O)C[C@@H]2C[C@@]3(C(=O)OCC)CCCC=C3N(CCC3=CCCCC3)C2=O)CC1	-1.2	-1.5	0.8	-3	.	2	.	-2	2	0.3	-2.0
47	CN(Cc1nc2ccccc2c(=O)[nH]1)C(=O)c1ccc(S(=O)(=O)N2CCCC2)cc1	-1.0	2.6	-0.9	-2	0.5	-6	-1.8	8	-3	1.6	0.1
48	CN(C1CCCCC1)S(=O)(=O)c1ccc2c(c1)c(=O)c(C(=O)N1CCc3ccccc3C1)cn2C	-0.9	1.5	2.7	-1	0.1	1	-0.5	6	-2	-0.1	-0.8
49	COc1ccccc1NC(=O)NC(N)=O	-1.3	1.0	3.0	2	4.3*	1	-2.4	6	0	-0.2	-1.1
50	O=C1CC(c2ccccc2)C(c2ccccc2)=NN1 (stereo not given)	-1.4	-1.3	-0.7	-5	-0.2	1	-0.9	-1	3	-0.3	-0.7
51	COc1ccc(CCNC(=O)COC(=O)C2CC2C)cc1OC (stereo not given)	-1.2	0.2	2.2	0	0.2	-2	1.7	-4	9	-3.0	0.5
52	C=CCn1c(=O)c2ccccc2n2c(SCC(=O)Nc3sc(C)c(CC)c3C(=O)OCC)nnc12	-1.2	-1.6	3.1	-1	-0.8	1	-0.2	-2	-2	0.3	2.1
53	CCOC(=O)c1c(NC(=O)COC(=O)c2ccccn2)sc2c1CCC2	-1.2	-0.7	0.1	-1	-0.7	-5	0.5	-5	-6	0.1	-3.0
54	CSc1nc2cc(F)c(F)cc2n1C	-2.2	-1.4	-2.4	-2	2.3	0	-3.5	1	7	-0.6	-2.7
